Compound activity from PubChem BioAssay.
LYP phosphatase = inhibitors of LYP phosphatase, biochemical, fluorescence intensity, uHTS (AID 1779); recombinant LYP phosphatase, fluorescence intensity; higher % means a stronger effect; inhibition, % at 11.5 µM; hits with a dose series show IC50 in µM; 0.054% of 290,000 active;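 note: plate controls were vehicle with enzyme for no effect and no enzyme for full effect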
XIAP antagonists = XIAP antagonists, biochemical, IAP family, fluorescence polarization (AID 1018) | XIAP BIR domain, fluorescence polarization peptide displacement; higher % means a stronger effect | displacement, % at 20 µM, or IC50 in µM where a hit was titrated | 0.007% of 200,000 active; in the data active = displacement above about 50%; note: a part of the inactive calls stands beside numbers as strong as those of hits
M17LAP inhibition = P. falciparum M17LAP inhibitors, primary screen, biochemical, fluorogenic H-Leu-NHMec substrate, 1536-well (AID 1619). recombinant M17LAP, H-Leu-NHMec fluorogenic kinetic assay; higher % means a stronger effect. 0.38% of 220,000 active. inhibition, % at 30 µM, or IC50 in µM where a hit was titrated;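 active = compound inhibiting the enzyme by more than half at any dose during confirmatory dose-response retesting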;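 note: plate controls were full reaction with DMSO carrier for no effect and no enzyme background for full effect; strong numbers were not always called active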
AID2073 = disruptors of CaV2.2 binding to Mint1 – biochemical, HTRF (AID 2073). inhibition, % at 20 µM, or IC50 in µM where a hit was titrated. HTRF protein-protein interaction, Mint1-CaV2.2; higher % means a stronger effect. 0.19% of 290,000 active; in the data active = inhibition mostly above about 51%, no sharp cut-off; note: some results filed as inactive read as strong as hits
M1AAP inhibition = P. falciparum M1AAP inhibitors, biochemical, fluorogenic H-Leu-NHMec substrate, 1536-well (AID 1445) | inhibition, % at 30 µM; hits with a dose series show IC50 in µM | 0.42% of 220,000 active | recombinant M1AAP, H-Leu-NHMec fluorogenic kinetic assay; higher % means a stronger effect;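 active = primary inhibition above the hit cutoff, then over 50% inhibition at one or more dose response concentrations, cut at about 23% in these data, passing the limit was not always enough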;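 note: plate controls were DMSO full reaction for no effect and no enzyme background for full effect; strong numbers were not always called active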
Dynein cargo inh = dynein cargo transport inhibition; 0.47% of 220,000 active; z-score, hits read low; 3617.4 mouse cells, GR-EGFP nuclear translocation imaging; test concentration mostly 20 µM; stimulated with dexamethasone, 1 µM; hits give low values; AID 1381;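 active = plate z-score of nuclear minus cytoplasmic receptor signal below a set negative limit, without overly bright fluorescence or cell loss, cut at about -3.5 in these data, passing the limit was not always enough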;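 note: z-score of nuclear minus cytoplasmic ring GR-EGFP intensity difference per well; some compounds called inactive have numbers as strong as hits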
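Also added: dexamethasone, 1.0 µM final. Medium: tet-free, stripped-serum medium. Detection: fixed, Hoechst-stained cells imaged at 10x for EGFP. Read-out: nuclear-to-cytoplasmic GR-EGFP distribution per well. Times: induction 48 h, compound 1 h, agonist 30 min.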
human PMI inhibitors = MPI inhibition at elevated mannose 6-phosphate – biochemical, fluorescence intensity, high mannose 6-phosphate, primary screen (AID 1220); 0.66% of 190,000 active; inhibition, % at 20 µM; hits with a dose series show IC50 in µM; recombinant PMI enzyme, coupled fluorescence intensity; higher % means a stronger effect
Siah-1 displacement = Siah-1 peptide-binding antagonists, primary screen, biochemical, fluorescence polarization, rhodamine-plectin, uHTS (AID 1817); displacement, % at 20 µM, or IC50 in µM where a hit was titrated; Siah-1 / rhodamine-plectin peptide fluorescence polarization; higher % means a stronger effect; 0.02% of 290,000 active;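 active = displacement of at least 50% at 20 µM, with a fluorescence ratio check between 0.3 and a set limit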;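 note: plate controls were Siah plus tracer with DMSO for no effect and tracer alone without Siah for full effect; strong numbers were not always called active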
PMI inhibitors = inhibitors of human PMI, primary screen, biochemical, fluorescence intensity, coupled assay (AID 1209); purified PMI enzyme, coupled fluorescence intensity; higher % means a stronger effect; inhibition, % at 20 µM; hits with a dose series show IC50 in µM; 0.42% of 190,000 active;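 note: plate controls were DMSO vehicle for no effect and wells lacking substrate for full effect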
Dynein cargo inh cytoplasmic EGFP = second read-out of Dynein cargo inh, no call of its own (marks repeat the call); z-score; measured here: cytoplasmic GR-EGFP intensity; hits give high values
Dynein cargo inh nuclear GR-EGFP = further read-out of Dynein cargo inh, marked with its call; z-score; measured here: nuclear GR-EGFP intensity;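 lower value marks the stronger effect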
Dynein cargo inh cell count = recorded beside Dynein cargo inh, whose call it bears; z-score; measured here: cell count per field
Numbers without * were called inactive. Cut-off read from the data, not from the text of the source, unless noted: active = inhibition above about 50%; inactive = the rest.

`O=C(Nc1ccc(Cl)cc1)N1CCN(c2ccc3nnc(-c4ccc(F)cc4)n3n2)CC1` gave LYP phosphatase 11.6%, XIAP antagonists -13.9%, M17LAP inhibition -5.0%, AID2073 11.8%, M1AAP inhibition 8.1%, Dynein cargo inh 0.499, human PMI inhibitors 18.9%, Siah-1 displacement -7.5%, PMI inhibitors 18.7%, Dynein cargo inh cytoplasmic EGFP 0.409, Dynein cargo inh nuclear GR-EGFP 0.545 and Dynein cargo inh cell count 0.942.
Screening COc1cc(C2c3c(-c4cc(C)cc(C)c4O)n[nH]c3C(=O)N2CCCO)cc(OC)c1OC (stereo unspecified) returned LYP phosphatase -7.2%, XIAP antagonists 0.7%, M17LAP inhibition 4.0%, AID2073 -3.3%, M1AAP inhibition 28.3%*, Dynein cargo inh -0.924, human PMI inhibitors 8.9%, Siah-1 displacement -0.6%, PMI inhibitors 9.9%, Dynein cargo inh cytoplasmic EGFP -0.426, Dynein cargo inh nuclear GR-EGFP -0.183 and Dynein cargo inh cell count 1.16.
For CCOc1ccc(Cc2nnc(SCC(N)=O)n2C)cc1 the results were LYP phosphatase -7.8%, XIAP antagonists -1.2%, M17LAP inhibition 18.7%, AID2073 -1.8%, M1AAP inhibition -1.8%, Dynein cargo inh -0.75, human PMI inhibitors 0.3%, Siah-1 displacement 3.2%, PMI inhibitors 3.7%, Dynein cargo inh cytoplasmic EGFP -0.318, Dynein cargo inh nuclear GR-EGFP -0.221 and Dynein cargo inh cell count 0.632.
For O=C(O)c1csc(-c2cccc(Cl)c2)n1 the results were LYP phosphatase -4.8%, M17LAP inhibition -29.5%, AID2073 9.9%, M1AAP inhibition 4.0%, Dynein cargo inh 1.42, Siah-1 displacement 1.7%, Dynein cargo inh cytoplasmic EGFP -0.688, Dynein cargo inh nuclear GR-EGFP 0.995 and Dynein cargo inh cell count -1.39.
`CCCCNC(=O)Nc1ccccc1C(=O)Nc1ccc(OC)cc1` gave LYP phosphatase -8.7%, XIAP antagonists -0.6%, M17LAP inhibition -0.1%, AID2073 0.6%, M1AAP inhibition -4.8%, Dynein cargo inh 1.9, human PMI inhibitors 1.2%, Siah-1 displacement 4.9%, PMI inhibitors 2.4%, Dynein cargo inh cytoplasmic EGFP -0.238, Dynein cargo inh nuclear GR-EGFP 0.932 and Dynein cargo inh cell count -0.118.
Cn1c(Cn2c(=O)sc3ccccc32)nnc1SCC(=O)NCC1CCCO1 (stereo unspecified) was read as LYP phosphatase -7.0%, XIAP antagonists -1.9%, M17LAP inhibition 1.2%, AID2073 -2.9%, M1AAP inhibition 9.6%, Dynein cargo inh 0.052, human PMI inhibitors 2.5%, Siah-1 displacement 23.8%, PMI inhibitors -2.8%, Dynein cargo inh cytoplasmic EGFP -0.226, Dynein cargo inh nuclear GR-EGFP 0.358 and Dynein cargo inh cell count 0.5.
Screening CCOP(=O)(c1ccc(N(C)C)cc1)C(O)c1ccc(Cl)cc1 (stereo unspecified) returned LYP phosphatase -6.3%, XIAP antagonists 0.8%, M17LAP inhibition 11.0%, AID2073 -0.8%, M1AAP inhibition 2.4%, Dynein cargo inh 0.296, human PMI inhibitors 14.0%, Siah-1 displacement -0.7%, PMI inhibitors 7.9%, Dynein cargo inh cytoplasmic EGFP -0.207, Dynein cargo inh nuclear GR-EGFP 0.109 and Dynein cargo inh cell count 0.258.
Screening CN(C)c1ncnc(N(C)C)c1[N+](=O)[O-] returned LYP phosphatase -3.4%, M17LAP inhibition 4.0%, AID2073 11.1%, M1AAP inhibition 2.0%, Dynein cargo inh -0.548, Siah-1 displacement 0.7%, Dynein cargo inh cytoplasmic EGFP 0.278, Dynein cargo inh nuclear GR-EGFP -0.311 and Dynein cargo inh cell count 1.21.
Screening Cc1ccc(S(=O)(=O)Nc2cc(C(F)(F)F)ccc2N2CCOCC2)cc1C returned LYP phosphatase 6.1%, XIAP antagonists 0.3%, M17LAP inhibition 1.2%, AID2073 6.0%, M1AAP inhibition 2.5%, Dynein cargo inh -0.14, human PMI inhibitors 10.9%, Siah-1 displacement 3.4%, PMI inhibitors 10.0%, Dynein cargo inh cytoplasmic EGFP -0.275, Dynein cargo inh nuclear GR-EGFP -0.132 and Dynein cargo inh cell count -0.464.
`CCC(OC(=O)CC1Sc2ccccc2NC1=O)C(=O)NCC1CCCO1` (stereo unspecified) gave LYP phosphatase 1.9%, XIAP antagonists -1.4%, M17LAP inhibition 17.4%, AID2073 -29.9%, M1AAP inhibition 5.9%, Dynein cargo inh 0.803, human PMI inhibitors 1.4%, Siah-1 displacement -2.3%, PMI inhibitors 8.9%, Dynein cargo inh cytoplasmic EGFP -0.282, Dynein cargo inh nuclear GR-EGFP 0.732 and Dynein cargo inh cell count -0.361.
For c1ccc2c(-c3csc(-c4ccncc4)n3)c[nH]c2c1 the results were LYP phosphatase -7.0%, XIAP antagonists -4.4%, M17LAP inhibition 17.1%, AID2073 36.7%, M1AAP inhibition 11.0%, Dynein cargo inh 0.169, Siah-1 displacement -8.8%, Dynein cargo inh cytoplasmic EGFP -0.21, Dynein cargo inh nuclear GR-EGFP 0.0282 and Dynein cargo inh cell count -0.431.
Screening COc1ccc(CCC(=O)O)c(O)c1 returned LYP phosphatase -7.6%, M17LAP inhibition 4.7%, AID2073 7.7%, M1AAP inhibition 3.6%, Dynein cargo inh -0.204, Siah-1 displacement 12.6%, Dynein cargo inh cytoplasmic EGFP -0.402, Dynein cargo inh nuclear GR-EGFP 0.347 and Dynein cargo inh cell count -0.116.
For CCOC(=O)c1cccc(NC2c3ccccc3C(=O)N2Cc2ccco2)c1 (stereo unspecified) the results were LYP phosphatase -2.2%, XIAP antagonists -3.7%, M17LAP inhibition 1.1%, AID2073 -0.5%, M1AAP inhibition 7.5%, Dynein cargo inh -0.463, human PMI inhibitors 21.3%, Siah-1 displacement 3.2%, PMI inhibitors 15.7%, Dynein cargo inh cytoplasmic EGFP -0.215, Dynein cargo inh nuclear GR-EGFP -0.0192 and Dynein cargo inh cell count -0.187.
Screening COc1cccc(-c2cc(C(=O)O)[nH]n2)c1 returned LYP phosphatase -5.1%, XIAP antagonists -1.5%, M17LAP inhibition 17.1%, AID2073 2.5%, M1AAP inhibition 9.9%, Dynein cargo inh -0.12, human PMI inhibitors 1.4%, Siah-1 displacement 3.4%, PMI inhibitors 1.4%, Dynein cargo inh cytoplasmic EGFP -0.204, Dynein cargo inh nuclear GR-EGFP -0.215 and Dynein cargo inh cell count -0.166.
For CC1CCCN(S(=O)(=O)c2ccc3c(c2)n(C)c(=O)c(=O)n3C)C1 (stereo unspecified) the results were LYP phosphatase -3.5%, M17LAP inhibition 10.1%, AID2073 9.0%, M1AAP inhibition -6.0%, Dynein cargo inh -0.241, Siah-1 displacement -1.9%, Dynein cargo inh cytoplasmic EGFP -0.201, Dynein cargo inh nuclear GR-EGFP 0.333 and Dynein cargo inh cell count 0.721.
For Cc1ccc(-n2ncc3c(=O)[nH]c(SCC(=O)N4CCCC4)nc32)cc1C the results were LYP phosphatase -2.7%, XIAP antagonists -0.4%, M17LAP inhibition -4.7%, AID2073 0.4%, M1AAP inhibition 12.7%, Dynein cargo inh -0.0243, human PMI inhibitors -5.3%, Siah-1 displacement -1.8%, PMI inhibitors -13.7%, Dynein cargo inh cytoplasmic EGFP -0.214, Dynein cargo inh nuclear GR-EGFP 0.906 and Dynein cargo inh cell count -0.478.
O=C(CN1CCN(S(=O)(=O)c2ccc3ccccc3c2)CC1)NC(=O)NC1CCCCC1 was read as LYP phosphatase 0.8%, XIAP antagonists -4.6%, M17LAP inhibition -14.8%, AID2073 0.2%, M1AAP inhibition 6.7%, Dynein cargo inh 0.975, human PMI inhibitors 14.5%, Siah-1 displacement 1.1%, PMI inhibitors 13.2%, Dynein cargo inh cytoplasmic EGFP -0.145, Dynein cargo inh nuclear GR-EGFP 1.19 and Dynein cargo inh cell count 0.0921.
Screening Cc1nn(-c2ccccc2)c(C)c1/C=N/NC(=O)c1cc(C(C)(C)C)[nH]n1 returned LYP phosphatase -1.9%, XIAP antagonists -2.2%, M17LAP inhibition 3.6%, AID2073 8.4%, M1AAP inhibition 11.3%, Dynein cargo inh 2.25, human PMI inhibitors 6.6%, Siah-1 displacement -3.4%, PMI inhibitors 6.0%, Dynein cargo inh cytoplasmic EGFP -0.212, Dynein cargo inh nuclear GR-EGFP 0.779 and Dynein cargo inh cell count -1.76.
O=c1c(Cc2ccc(Cl)cc2)c(O)ccn1Cc1cccs1 was read as LYP phosphatase -6.2%, XIAP antagonists -2.5%, M17LAP inhibition 3.8%, AID2073 4.1%, M1AAP inhibition 4.6%, Dynein cargo inh -0.786, human PMI inhibitors 0.5%, Siah-1 displacement 4.9%, PMI inhibitors -2.0%, Dynein cargo inh cytoplasmic EGFP -0.256, Dynein cargo inh nuclear GR-EGFP -0.316 and Dynein cargo inh cell count 0.467.
CCCC1CCC(C(=O)Nn2c(C)nc3ccccc3c2=O)CC1 (stereo unspecified) was read as LYP phosphatase -3.2%, XIAP antagonists -2.9%, M17LAP inhibition 3.6%, AID2073 -2.7%, M1AAP inhibition 8.9%, Dynein cargo inh -0.736, human PMI inhibitors -5.0%, Siah-1 displacement 2.2%, PMI inhibitors -0.1%, Dynein cargo inh cytoplasmic EGFP -0.276, Dynein cargo inh nuclear GR-EGFP -0.149 and Dynein cargo inh cell count 0.101.
Screening C#CCOCCOCCOCCNc1nc(N2CCN(C(=O)[C@H]([C@@H](C)CC)n3cc([C@@H](N)CC(C)C)nn3)CC2)nc(N2CCN(C(=O)[C@H](Cc3cc4ccccc4[nH]3)n3cc([C@@H](N)CC(C)C)nn3)CC2)n1 returned LYP phosphatase -18.7%, M17LAP inhibition 3.7%, AID2073 12.3%, M1AAP inhibition 12.6%, Dynein cargo inh -0.0767, Siah-1 displacement -6.9%, Dynein cargo inh cytoplasmic EGFP -0.743, Dynein cargo inh nuclear GR-EGFP 0.121 and Dynein cargo inh cell count 0.624.
Screening O=C(CSc1nnc(-c2ccc(S(=O)(=O)N3CCOCC3)cc2)o1)c1ccccc1F returned LYP phosphatase 1.0%, XIAP antagonists -6.6%, M17LAP inhibition -13.7%, AID2073 0.8%, M1AAP inhibition 2.4%, Dynein cargo inh 0.263, human PMI inhibitors 4.0%, Siah-1 displacement -3.0%, PMI inhibitors -3.5%, Dynein cargo inh cytoplasmic EGFP -0.257, Dynein cargo inh nuclear GR-EGFP 0.0736 and Dynein cargo inh cell count 0.58.
